# Screens as filed in PubChem BioAssay.
# XBP1 UPR activ – activators of adaptive arm of unfolded protein response (XBP1). AID 463104. 330,000 tested, 0.33% active. activation, % at 20 µM. CHO-XBP1 luciferase reporter, IRE1-XBP1 UPR activation, luminescence; percent of tunicamycin response, DMSO as zero;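 active = versus positive control, 20 µM dose yields 30% or more activation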;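 also: 100% = tunicamycin at 10 µg/mL and 0% = DMSO only wells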
#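 Material: CHO cell line with stable XBP1 luciferase reporter; buffer or medium: F12 medium containing 10% fetal bovine serum; compound: single point, 20 µM final compound, 1% DMSO; incubation: 6 h treatment, 37 °C; measured by: glow luminescence from Steady-Glo reagent; evaluation: activation, % of tunicamycin; control set: tunicamycin high, DMSO low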
# APJ agonist – activates the human apelin receptor APJ; CHO-K1 APJ PathHunter beta-arrestin, luminescence; 0% DMSO wells, 100% apelin; activation, % at 20 µM; 330,000 tested, 0.11% active;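 active = activation more than six SD over the plate average, tested at 20 µM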;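 also: 0% = DMSO alone and 100% = apelin-13 at 10 nM; some results filed as inactive read as strong as hits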
# Target sequence (P35414 whole entry, looked up): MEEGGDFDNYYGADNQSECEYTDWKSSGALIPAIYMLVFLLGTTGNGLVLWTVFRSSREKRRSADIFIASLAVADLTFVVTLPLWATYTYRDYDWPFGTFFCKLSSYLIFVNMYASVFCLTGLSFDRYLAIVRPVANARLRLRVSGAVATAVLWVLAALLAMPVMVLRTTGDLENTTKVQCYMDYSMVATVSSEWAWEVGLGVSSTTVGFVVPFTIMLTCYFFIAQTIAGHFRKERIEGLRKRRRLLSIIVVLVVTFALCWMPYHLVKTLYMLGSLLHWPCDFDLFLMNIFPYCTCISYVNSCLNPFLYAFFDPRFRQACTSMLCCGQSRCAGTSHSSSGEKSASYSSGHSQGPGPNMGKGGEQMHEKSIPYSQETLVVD
#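 Assay system: CHO-K1 cells stably expressing ProLink-tagged human APJ and arrestin–beta-gal acceptor. Compound dosing: 20 µM single point, 1% DMSO. Times: 16-18 h seeding, 90 min dark compound exposure, 60 min detection. Detection: beta-gal luminescence. Evaluation: APJ–arrestin association signal. Controls: negative DMSO alone, positive Apelin-13 at 10 nM.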
# tim23-1 inh – tim23-1 yeast growth inhibition | S. cerevisiae tim23-1 growth, BacTiter-Glo luminescence, 24 h | inhibition, % at 20 µM | 330,000 tested, 1.3% active | AID 463212;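 active = growth inhibition of the mutant yeast at or above 50%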;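 also: temperature-sensitive mutant grown at 25 °C; plate controls were DMSO-treated mutant yeast for no effect and medium wells lacking yeast for full effect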
# EBI2 antag – blocks human EBI2 receptor beta-arrestin signaling. P32249. EBI2 beta-arrestin recruitment, luminescence, 7a,25-OHC stimulated. inhibition, % at 5 µM. 360,000 tested, 0.81% active. AID 651636; in the data active = inhibition above about 38%;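 also: enzyme fragment complementation signal reports receptor beta-arrestin coupling in cells; 0% = agonist plus DMSO wells and 100% = wells without agonist; some results beyond the cut were filed as inactive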
# Target sequence (P32249 whole entry, looked up, the tested form may be a part): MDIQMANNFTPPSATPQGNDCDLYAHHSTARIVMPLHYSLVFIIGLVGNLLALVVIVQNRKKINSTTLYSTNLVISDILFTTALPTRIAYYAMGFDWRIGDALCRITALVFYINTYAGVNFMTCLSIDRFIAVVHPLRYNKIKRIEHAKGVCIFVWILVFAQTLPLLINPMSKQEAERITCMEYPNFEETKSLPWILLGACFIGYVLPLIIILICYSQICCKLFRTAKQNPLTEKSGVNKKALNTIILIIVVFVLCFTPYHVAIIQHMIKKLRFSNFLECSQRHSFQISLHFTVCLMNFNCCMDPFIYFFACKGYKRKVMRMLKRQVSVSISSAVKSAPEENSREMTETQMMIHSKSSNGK
# Mdm2 MdmX PPI – disrupts the human Mdm2-MdmX interaction; SaOS-2 split-luciferase Mdm2/MdmX complementation, luminescence; inhibition, % at 8 µM; 330,000 tested, 3% active; AID 485346;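 active = inhibition of at least 50% at 8 µM in the primary screen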
# UPR CHOP act – activators of apoptotic arm of unfolded protein response (CHOP); CHO-CHOP luciferase reporter, UPR activation, luminescence; percent of tunicamycin response over DMSO baseline; activation, % at 10 µM; 330,000 tested, 0.34% active; AID 449763;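 active = at 10 µM dose, activation of 40% or more, normalized to positive control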;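 also: 100% = tunicamycin at 10 µg/mL and 0% = DMSO alone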
#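 System: CHO CHOP reporter cells. Amount: 500 cells per well. Buffer or medium: F12 medium, 10% FBS. Compound dosing: one dose, 10 µM in 0.5% DMSO. Incubation: 6 h compound exposure at 37 °C after overnight seeding. Technique: Steady-Glo luciferase luminescence. Benchmarks: tunicamycin and DMSO controls.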
# APJ antag – antagonists of human APJ apelin receptor; P35414; CHO-K1 APJ beta-arrestin complementation, luminescence; inhibition, % at 20 µM; 330,000 tested, 0.32% active;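 active = inhibition above about 40% at 20 µM, limit read from the data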;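 also: cells challenged with 10 nM apelin-13 agonist together with compound; plate controls were apelin-13 plus DMSO wells for no effect and DMSO wells lacking apelin-13 for full effect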
# CXCR6 inh – inhibitors of human CXCR6 receptor. O00574. CHO-K1 PathHunter CXCR6 beta-arrestin, luminescence. inhibition, % at 20 µM. 360,000 tested, 0.36% active; in the data active = inhibition above about 34%, passing the limit was not always enough;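 also: antagonist mode with CXCL16 agonist at 10 nM final; 0% = 10 nM CXCL16 with DMSO and 100% = unstimulated wells without agonist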
# Target sequence (O00574 whole entry, looked up): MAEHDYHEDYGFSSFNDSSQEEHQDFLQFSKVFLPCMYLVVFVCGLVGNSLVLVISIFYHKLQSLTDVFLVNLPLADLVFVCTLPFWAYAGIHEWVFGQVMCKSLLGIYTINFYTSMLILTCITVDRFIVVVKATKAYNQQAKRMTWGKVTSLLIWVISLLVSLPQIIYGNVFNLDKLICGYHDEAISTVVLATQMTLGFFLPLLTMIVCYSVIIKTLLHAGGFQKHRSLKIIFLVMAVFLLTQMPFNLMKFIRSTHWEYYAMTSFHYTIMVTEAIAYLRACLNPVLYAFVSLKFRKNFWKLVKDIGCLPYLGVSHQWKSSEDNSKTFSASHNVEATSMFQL
# CCR6 antag – blocks CCL20-driven beta-arrestin recruitment at human CCR6 | inhibition, % at 20 µM | 340,000 tested, 0.49% active | P51684 | CHO-K1 CCR6 PathHunter beta-arrestin, luminescence, CCL20-stimulated;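 active = compounds whose inhibition of the agonist-driven luminescence signal at 20 µM reaches about 50%, limit read from the data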;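 also: cells stimulated with CCL20 at 14 nM final; plate controls were DMSO with CCL20 for no effect and DMSO without agonist for full effect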
# Numbers without * were called inactive; . = no result given. Some of the compounds tested; the hit share may differ from the screen's.
# Preview (ten entries):
1. FC(F)(F)c1cccc(NC(=S)NCc2ccccc2)c1
2. Cc1cn(C(=O)c2cccc(Br)c2)c(C)n1
3. CCOC(=O)[C@H]1[C@H]2COc3ccc(Br)cc3[C@@H]2N2C(=O)c3cc(F)c(F)cc3NC(=O)[C@@]12C
4. CCC(=O)N1CCn2c1nc1ccccc12
5. COc1ccc(-c2nc(N)nc(N)n2)c(O)c1
6. Cc1cccn2c(=O)c3cc(C(N)=S)c(=N)n(CCCOC(C)C)c3nc12
7. CCCN(CC1CC1)C(=O)CCc1nnc(CCc2c[nH]c3ccccc23)o1
8. CC1CCN(C2=NN3C(=N)/C(=C\c4ccc(OC(=O)c5ccco5)cc4)C(=O)N=C3S2)CC1
9. COc1ccccc1NC(=O)C(=O)N/N=C(\C)CC(=O)Nc1ccccn1
10. Cc1ccc(/C(N)=N/OC(=O)c2ccc3c(c2)OCO3)cc1

Assay by compound	1	2	3	4	5	6	7	8	9	10
XBP1 UPR activ	-3	-5	7	-2	0	2	1	1	0	0
APJ agonist	-1	-1	-5	-4	-1	-3	-3	-5	-2	5
tim23-1 inh	32	-15	7	0	14	1	29	-2	12	26
EBI2 antag	-1	-1	-9	-2	1	0	4	3	0	2
Mdm2 MdmX PPI	30	19	25	11	-6	28	1	-12	-20	36
UPR CHOP act	-0.3	-0.5	1.8	-0.2	5.8	3.2	0.1	4.4	-0.3	7.3
APJ antag	35	2	12	-3	4	18	16	26	6	-8
CXCR6 inh	-20	2	8	-6	-1	18	1	20	-10	-14
CCR6 antag	-8	2	5	-8	-1	31	5	36	17	-9

# This part in full, from the start:
1. FC(F)(F)c1cccc(NC(=S)NCc2ccccc2)c1
2. Cc1cn(C(=O)c2cccc(Br)c2)c(C)n1
3. CCOC(=O)[C@H]1[C@H]2COc3ccc(Br)cc3[C@@H]2N2C(=O)c3cc(F)c(F)cc3NC(=O)[C@@]12C
4. CCC(=O)N1CCn2c1nc1ccccc12
5. COc1ccc(-c2nc(N)nc(N)n2)c(O)c1
6. Cc1cccn2c(=O)c3cc(C(N)=S)c(=N)n(CCCOC(C)C)c3nc12
7. CCCN(CC1CC1)C(=O)CCc1nnc(CCc2c[nH]c3ccccc23)o1
8. CC1CCN(C2=NN3C(=N)/C(=C\c4ccc(OC(=O)c5ccco5)cc4)C(=O)N=C3S2)CC1

Assay by compound	1	2	3	4	5	6	7	8
XBP1 UPR activ	-3	-5	7	-2	0	2	1	1
APJ agonist	-1	-1	-5	-4	-1	-3	-3	-5
tim23-1 inh	32	-15	7	0	14	1	29	-2
EBI2 antag	-1	-1	-9	-2	1	0	4	3
Mdm2 MdmX PPI	30	19	25	11	-6	28	1	-12
UPR CHOP act	-0.3	-0.5	1.8	-0.2	5.8	3.2	0.1	4.4
APJ antag	35	2	12	-3	4	18	16	26
CXCR6 inh	-20	2	8	-6	-1	18	1	20
CCR6 antag	-8	2	5	-8	-1	31	5	36

9. COc1ccccc1NC(=O)C(=O)N/N=C(\C)CC(=O)Nc1ccccn1
10. Cc1ccc(/C(N)=N/OC(=O)c2ccc3c(c2)OCO3)cc1
11. COc1cc(C(=O)Nc2cc3c4c(c2)CC(=O)N4CCC3)cc(OC)c1OC
12. COc1ccc(C(=O)NC2CC(C)(C)Cc3c2cnn3-c2ccccc2C)c(OC)c1OC (stereo unspecified)
13. CC(=O)Nc1ccc2c(c1)OCO2
14. CCN(CCO)Cc1csc2ccc(C(C)(C)C)cc12
15. CC(=O)N1C(C)c2ccccc2C(C)(C)CC12CCCCC2 (stereo unspecified)
16. COc1cc(OC)c(S(=O)(=O)NC(C)C)cc1C(=O)O

Assay by compound	9	10	11	12	13	14	15	16
XBP1 UPR activ	0	0	4	-2	-3	-3	1	-1
APJ agonist	-2	5	1	-3	-2	-1	-2	-3
tim23-1 inh	12	26	13	23	7	-14	44	2
EBI2 antag	0	2	-2	4	-7	-4	11	-8
Mdm2 MdmX PPI	-20	36	15	16	7	-4	1	14
UPR CHOP act	-0.3	7.3	3.1	-0.4	-1.6	-0.8	1.4	-1.2
APJ antag	6	-8	-1	-42	0	4	9	18
CXCR6 inh	-10	-14	1	0	-9	-1	-2	0
CCR6 antag	17	-9	5	17	-2	-1	10	2

17. CC1(C)CC(=O)C(C=NCC2CCN(C(=S)Nc3ccccc3)CC2)=C(O)C1
18. C=CCN1C(=O)CSc2ccc(C(=O)N3CCC(C)CC3)cc21
19. Cc1[nH]n(-c2ccccc2)c(=O)c1C=Nc1ccc(S(=O)(=O)N=C(N)N)cc1
20. CCOC(=O)c1ccc(OCc2nc(-c3cccs3)no2)cc1
21. Cn1cc(Br)c(C(=O)Nc2sc3c(c2C#N)CCC3)n1
22. CC1CC2=C(C(=O)O1)C(c1ccccc1)Nc1ccccc1N2 (stereo unspecified)
23. Cc1nn2c(Nc3ccccc3)c3c(nc2c1-c1ccccc1)CCC3
24. FC(F)(F)c1nnc2ccc(NCc3ccccc3)nn12

Assay by compound	17	18	19	20	21	22	23	24
XBP1 UPR activ	0	0	-2	1	12	-2	-1	-3
APJ agonist	-2	-2	-2	-5	-2	0	-3	-1
tim23-1 inh	5	27	-10	4	29	2	9	6
EBI2 antag	-8	-5	5	5	-2	-6	-14	-5
Mdm2 MdmX PPI	-7	-9	-13	19	-23	-10	-7	24
UPR CHOP act	1.2	-0.9	0.9	-0.3	2.7	1.9	1.2	1.1
APJ antag	7	20	17	-8	11	-7	4	10
CXCR6 inh	2	-1	1	6	5	-2	9	6
CCR6 antag	12	2	9	19	13	5	20	9

25. CC(C)(C)n1cnnc1Sc1ccc([N+](=O)[O-])cn1
26. CCn1cc(CN(C)C(=O)CSc2nc(-c3ccco3)cc(C(F)(F)F)n2)c(C)n1
27. Nc1ccccc1NC1=CC(=O)CC(c2ccco2)C1 (stereo unspecified)
28. O=C(c1ccc(C(F)(F)F)cc1)N1CCC(=O)N(C(CO)Cc2ccccc2)CC1 (stereo unspecified)
29. CCOC(=O)C1CCN(c2c(NCCCN3CCN(Cc4ccccc4)CC3)c(=O)c2=O)CC1
30. N#CC1=C(SCc2ccccc2)NC(=O)CC1c1cccc(O)c1 (stereo unspecified)
31. O=C(Nc1ccc(S(=O)(=O)N2CCc3ccccc32)cc1)C(F)(F)F
32. O=c1nc(N/N=C/c2c[nH]c3ccccc23)cn[nH]1

Assay by compound	25	26	27	28	29	30	31	32
XBP1 UPR activ	3	-3	24	-3	-2	2	-2	-4
APJ agonist	2	-4	-3	-3	-7	-2	-1	-2
tim23-1 inh	10	-14	-3	-5	13	-7	11	2
EBI2 antag	2	20	1	-11	-4	-7	-4	-10
Mdm2 MdmX PPI	18	21	16	18	7	6	11	11
UPR CHOP act	2.8	-0.9	1.1	0.2	0.1	-1.7	1.9	-1.2
APJ antag	1	4	1	17	-1	6	-17	-42
CXCR6 inh	-6	5	-5	10	-7	0	-2	-10
CCR6 antag	-6	9	-17	10	1	-2	11	3

33. CCOc1ccccc1OCc1nn2c(-c3ccc(C)cc3)nnc2s1
34. COc1ccc(S(=O)(=O)Nc2cc(C)c(O)cc2C(C)C)cc1
35. Cc1cc2sc(C(=O)O)c(C)c2s1
36. O=C(O)C1C2C=CC(C2)C1C(=O)NC1CCS(=O)(=O)C1 (stereo unspecified)
37. C#CCOCCOCCOCCNc1nc(N2CCN(C(=O)[C@H](Cc3cc4ccccc4[nH]3)n3cc([C@@H](N)C(C)CC)nn3)CC2)nc(N2CCN(C(=O)[C@H](CCCCN)n3cc([C@@H](N)CO)nn3)CC2)n1 (stereo partly specified)
38. CCCCN1CC(=O)N2[C@H]3c4ccccc4OC[C@@H]3[C@H](c3ccccc3)[C@]2(C)C1=O
39. Cc1ccc(-c2csc(-c3c[nH]c4ccccc34)n2)cc1
40. O=C(c1cc2ccccc2o1)N1CCN=C1SCc1cccc(F)c1

Assay by compound	33	34	35	36	37	38	39	40
XBP1 UPR activ	-4	1	0	-4	2	1	7	-2
APJ agonist	2	-3	-3	-1	-2	-3	-1	-3
tim23-1 inh	32	5	12	-5	4	33	29	-6
EBI2 antag	-6	0	-9	-1	.	7	19	8
Mdm2 MdmX PPI	-5	30	13	-6	15	-39	-169	9
UPR CHOP act	2.3	2.6	0.0	-1.0	1.7	1.4	6.2	-1.2
APJ antag	-18	-2	0	2	-4	7	-25	0
CXCR6 inh	-3	-12	2	-10	.	0	1	15
CCR6 antag	-2	1	-3	-13	.	9	-17	13

41. CCOC(=O)C1=C(C)NC(=S)NC1c1ccc(-c2cccc(Cl)c2C)o1 (stereo unspecified)
42. COCCN(C(=O)COC(=O)CC(C)c1ccccc1)c1c(N)n(Cc2ccccc2)c(=O)[nH]c1=O (stereo unspecified)
43. O=C(NC1CCOC1)c1ccc(OC2CCN(CCc3ccccc3)CC2)cc1 (stereo unspecified)
44. COc1ccc(NC(=S)N2CCN(Cc3ccc(C)cc3)CC2)cc1
45. N#CCc1ccc(NS(=O)(=O)c2ccc(N3CCCC3=O)cc2)cc1
46. O=[N+]([O-])c1ccc(N2CCN(C(=S)c3cccc([N+](=O)[O-])c3)CC2)cc1
47. CCOC(=O)c1[nH]c(C)c(C(=O)Nc2cc(Cl)ccc2C)c1C
48. CC(C)(C)NCc1cc(Cl)ccc1OCc1cccs1

Assay by compound	41	42	43	44	45	46	47	48
XBP1 UPR activ	-3	1	0	-3	-2	1	5	-2
APJ agonist	1	3	-3	-2	-1	0	-3	-2
tim23-1 inh	-5	3	-5	12	-7	20	9	16
EBI2 antag	-3	10	1	5	-6	5	-13	4
Mdm2 MdmX PPI	44	25	14	18	12	29	66*	21
UPR CHOP act	-4.8	-0.3	0.5	-1.8	-3.4	0.6	0.0	-0.4
APJ antag	-28	19	-2	6	4	12	-13	20
CXCR6 inh	1	6	0	3	-1	4	-8	9
CCR6 antag	-26	4	0	4	4	11	10	9

49. O=C(COc1ccc(/C=N/NC(=O)c2ccncc2)cc1)Nc1ccccc1
50. COc1cc2nc(NC(=O)c3ccc(Cl)cc3)sc(=O)c2cc1OC
51. O=C1c2ccccc2-c2nc3ncnn3c(-c3ccccc3Cl)c21
52. COc1ccc(/C=N/NC(=O)CN(C)S(=O)(=O)c2ccc(NC(C)=O)cc2)cc1

Assay by compound	49	50	51	52
XBP1 UPR activ	3	68*	3	-1
APJ agonist	1	-1	-1	-1
tim23-1 inh	2	-2	33	6
EBI2 antag	-13	6	-7	-6
Mdm2 MdmX PPI	1	69*	-14	-10
UPR CHOP act	0.5	47*	-2.1	0.4
APJ antag	-10	-1	-19	-10
CXCR6 inh	-8	5	0	0
CCR6 antag	-7	16	5	5
